CDK5 p35 inh – CDK5/p35 (human) kinase inhibition; Q00535+Q15078; actives 0.01% (n = 330,000); inhibition, % at 10 µM; Recombinant CDK5/p35, ADP-Glo luminescence, 60 min;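 active means highest replicate inhibition of at least 50% and at least 75% of replicates reaching 50%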;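 further: plate controls were DMSO neutral control for no effect and GW8510 at 10 µM for full effect; many of its hits are not listed in these tables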
Target sequence (Q00535 whole entry, looked up): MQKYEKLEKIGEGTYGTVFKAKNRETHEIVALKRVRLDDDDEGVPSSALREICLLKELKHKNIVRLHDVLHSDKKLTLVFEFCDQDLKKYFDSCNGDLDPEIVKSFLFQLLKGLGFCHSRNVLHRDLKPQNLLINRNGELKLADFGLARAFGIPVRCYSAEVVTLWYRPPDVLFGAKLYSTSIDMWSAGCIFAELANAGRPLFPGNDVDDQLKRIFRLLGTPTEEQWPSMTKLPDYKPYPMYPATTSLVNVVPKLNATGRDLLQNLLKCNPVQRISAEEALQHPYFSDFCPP
Target sequence (Q15078 whole entry, looked up): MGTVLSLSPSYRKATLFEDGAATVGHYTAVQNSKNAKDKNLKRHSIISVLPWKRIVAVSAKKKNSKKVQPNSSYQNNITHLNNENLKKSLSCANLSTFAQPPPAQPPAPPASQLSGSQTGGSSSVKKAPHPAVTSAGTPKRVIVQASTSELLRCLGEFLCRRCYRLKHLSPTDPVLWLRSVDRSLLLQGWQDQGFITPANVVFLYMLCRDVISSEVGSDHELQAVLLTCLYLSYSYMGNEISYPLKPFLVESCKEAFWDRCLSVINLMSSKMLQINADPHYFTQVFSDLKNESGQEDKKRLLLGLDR
AddAB inh – less growth of phage-infected E. coli with AddAB | E. coli expressing H. pylori AddAB, absorbance growth | inhibition, % at 11.9 µM | actives 0.29% (n = 330,000); in the data active means inhibition above about 12%;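 further: 0% = vehicle wells of infected cells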
Ecoli viability – bacterial growth inhibition, counter-screen for AddAB inhibitors; AID 449728; actives 0.27% (n = 330,000); inhibition, % at 11.9 µM; E. coli V3065 growth, OD600 absorbance, 18 h;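 active means inhibition above the campaign's mean inhibition across all tested compounds plus 3 SD, cut at about 9.9% in these data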;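 further: uninfected addAB+ strain grown without phage in ampicillin broth; 0% = DMSO wells and 100% = ciprofloxacin 0.95 µg/ml wells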
Mot1-301 SUMO – SUMOylation pathway inhibition by Mot1-301 growth rescue. growth rescue, % at 18.8 µM. S. cerevisiae Mot1-301 growth rescue, ATP luminescence, 38.5C; percent above DMSO median, 100 means doubled. actives 1% (n = 320,000);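 active means every valid replicate shows activation above 250% relative to neutral control wells; inactive means the rest, any valid replicate at or below 250%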;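 further: OY570 slx delta 5 strain wells were the positive control but not used for scaling; some compounds called inactive have numbers as strong as hits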
HTR5A ag – counter-screen for OPRM1-OPRD1 agonists: human HTR5A agonism; HTR5A agonist assay, luminescence, cell-based; activation, % at 9.3 µM; actives 0.61% (n = 340,000); AID 504692; in the data active means activation mostly above about 9.5%, no sharp cut-off; inactive means mostly below about 7.6%;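 further: 0% = cells with vehicle only and 100% = reference agonist; strong numbers were not always called active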
Target sequence (P47898 whole entry, looked up): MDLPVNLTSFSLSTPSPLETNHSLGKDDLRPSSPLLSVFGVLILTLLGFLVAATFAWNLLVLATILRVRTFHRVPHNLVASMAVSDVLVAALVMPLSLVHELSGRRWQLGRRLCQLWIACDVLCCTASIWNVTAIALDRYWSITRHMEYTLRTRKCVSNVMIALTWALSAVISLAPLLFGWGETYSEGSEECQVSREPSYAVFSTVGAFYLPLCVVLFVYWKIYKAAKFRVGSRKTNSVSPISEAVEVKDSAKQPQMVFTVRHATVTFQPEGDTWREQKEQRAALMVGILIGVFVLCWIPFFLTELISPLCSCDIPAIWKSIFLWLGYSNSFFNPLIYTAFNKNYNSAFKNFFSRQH
HTR5A inv ag – inverse agonist of human HTR5A in OPRM1-OPRD1 counter-screen; HTR5A cell line, luminescence, inverse agonism; inhibition, % at 9.3 µM; actives 0.083% (n = 340,000); AID 504634; in the data active means inhibition mostly above about 23%, no sharp cut-off; inactive means mostly below about 18%;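 further: 0% = cells with DMSO and 100% = no-cell wells with DMSO; some compounds called inactive have numbers as strong as hits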
PKA-R1A act – activates the PKA-R1A holoenzyme complex. actives 0.083% (n = 340,000). activation, % at 11.4 µM. PKA-R1A dissociation, Cy5-IP20 fluorescence polarization; scaled: DMSO 0%, 113 µM cGMP 100%. P00514+P68181;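 active means percent activation above the mean of all tested compounds plus 3 SD, cut at about 19% in these data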;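 further: higher means more PKAc released from R1A so a rise in polarization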
phage Ecoli inh – E. coli growth loss with phage present; growth absorbance; inhibition, % at 11.9 µM; actives 0.26% (n = 360,000); AID 651602; in the data active means inhibition above about 11%
PKA-R2B activ – PKA-R2B complex activation; P22694+P31323; PKA-R2B holoenzyme dissociation, Cy5-IP20 fluorescence polarization; R2B truncated from residue 108, S112A mutant; 0% DMSO only, 100% 113 µM cGMP; activation, % at 11.4 µM; actives 0.079% (n = 340,000);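 active means activation above a cutoff set at the mean over all compounds plus 3 SD, cut at about 18% in these data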;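 further: higher means more holoenzyme dissociation and a rise in polarization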
Tat transport – blocks Tat-dependent protein export in E. coli | E. coli MC4100 TorA-mCherry Tat export, fluorescence | inhibition, % at 10 µM | actives 0.036% (n = 340,000);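 active means mean replicate inhibition at least 50% and at least half of replicates individually reaching 50%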;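 further: exported cargo escapes ClpAP degradation while cytoplasmic cargo is degraded and loses fluorescence; 0% = median of neutral control wells and 100% = median of NaSCN control wells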
DAGLB inh – blocks human DAGLB lipase activity | HEK293T DAGLB membrane lysate, EnzChek fluorogenic substrate | inhibition, % at 5.17 µM | actives 0.059% (n = 340,000) | Q8NCG7; in the data active means inhibition above about 34%;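 further: 0% = enzyme with vehicle and 100% = wells lacking enzyme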
Active calls of the source: *; / = not tested or not shown.

SMILES	CDK5 p35 inh	AddAB inh	Ecoli viability	Mot1-301 SUMO	HTR5A ag	HTR5A inv ag	PKA-R1A act	phage Ecoli inh	PKA-R2B activ	Tat transport	DAGLB inh
Cn1c(=O)c2c(ncn2Cc2ccc(Cl)cc2)n(C)c1=O	-1.0	3.4	0.2	6.5	8.0*	-20.7	3.8	5.0	-7.5	-0.4	-2.3
O=C1NCCCC1C(=O)N/N=C/c1cccc(O)c1 (stereo not drawn)	-6.6	5.7	-2.0	96.2	-1.9	5.2	0.4	4.2	-6.0	-5.5	-0.6
Cc1nc2ccccc2nc(C)c1=NOCC(=O)N(c1ccccc1)C(C)C	-0.7	0.3	1.9	/	-0.9	1.6	-4.8	3.4	-3.4	5.8	2.1
COC(=O)CNC(=O)COC(=O)c1cc(SC)ccc1Cl	-0.7	0.0	1.1	/	-3.7	10.7	-1.6	2.2	1.8	4.8	-1.1
Cn1cnc(C(=O)N2CCc3ccccc3C2)c1C(=O)N1CCc2ccccc2C1	-1.3	0.6	-1.6	-9.0	0.9	8.4	1.4	1.5	6.2	-0.7	-2.3
COC(=O)C1=CO[C@@H](O)C2C(CO)=CCC12 (stereo partly drawn)	-0.2	-2.1	-2.3	-10.8	4.9	-14.5	-4.2	-0.2	-6.5	-92.1	-3.3
CCNc1ccc(C(=O)OCC(=O)NCc2ccccc2Cl)cc1[N+](=O)[O-]	0.3	4.0	1.0	-5.5	7.5	7.1	-13.7	4.2	4.3	4.8	1.9
COc1ccc(CN(C)S(=O)(=O)c2nnc(NC(=O)c3ccccc3)s2)cc1OC	0.6	0.9	-3.6	3.5	-3.2	17.5	-10.4	2.2	-4.8	-5.5	2.8
Cc1ccn2cc(C(=O)NCc3ccco3)nc2c1	-1.9	0.6	0.7	-5.6	2.8	-7.6	-0.5	2.7	11.7	19.6	2.8
Cc1cccc(N2CCN(C(=O)c3ccc(NS(=O)(=O)c4ccc5[nH]c(=O)[nH]c5c4)cc3)CC2)c1C	-0.6	-1.8	-0.4	-16.4	6.3	0.6	2.6	2.3	-13.9	6.7	2.6
COc1ccc(NC(=O)CN(C)C(=O)c2oc3ccccc3c2C)cc1	-0.8	2.3	2.5	-5.8	-3.1	16.4	-11.1	4.5	-11.4	-9.2	-2.6
C/C(Cl)=C\Cn1c(Nc2ccc(C)cc2)nc2c1c(=O)n(C)c(=O)n2C	-1.8	2.1	-1.4	353.3	4.6	-22.9	3.3	2.2	1.7	1.3	1.1
Cc1cc(F)c(F)c(C(=O)NC2CC2)c1Cl	-0.7	-2.2	-0.1	5.5	1.2	-5.0	-1.7	1.1	2.7	5.1	1.7
COc1ccc(-c2ccc(NS(=O)(=O)c3cc([N+](=O)[O-])ccc3C)cc2)nn1	0.8	0.4	-1.4	-18.6	-2.5	-1.4	7.5	3.6	-2.5	-4.9	0.1
CC(C)(C)NC(=O)N1c2ccccc2Sc2ccccc21	3.8	2.9	-1.9	229.3	-3.5	12.4	-8.0	1.2	-12.9	0.6	-3.8
CCN(CC(=O)NC1CCS(=O)(=O)C1)c1nc(-c2cccnc2)nc2ccccc12 (stereo not drawn)	1.4	0.1	3.6	14.1	-4.4	20.2	3.3	4.4	5.6	-3.9	-0.7
S=C1NCCN1CC1CCN(CCCC2CCCC2)CC1	-0.3	/	/	/	-4.8	16.7	12.7	5.0	-7.9	5.3	-0.3
O=C(O)c1cc(-n2nnnc2SCc2ccccc2F)ccc1Cl	-0.7	1.3	-0.1	14.7	-5.2	15.7	-10.5	3.8	-0.3	20.5	-1.9
NC(=O)Cc1ccc(Nc2nnc(-c3ccccc3)c3ccccc23)cc1	-0.9	1.5	-0.9	-0.4	6.3	-17.3	-2.2	4.1	-4.7	-4.0	0.4
CCCN1C(=O)C(=O)c2cc(C)ccc21	1.0	-2.0	-0.7	9.8	1.7	25.5	7.0	2.5	-0.8	-5.8	0.3
CCS(=O)(=O)c1ccc2c(c1)N(S(=O)(=O)c1ccc(Cl)cc1)CC(C(=O)O)O2 (stereo not drawn)	-5.7	2.7	0.6	2.5	-0.9	2.5	4.3	4.3	-1.9	-0.4	1.0
CSc1nc2sc3c(c2c2nncn12)CCC3	0.2	3.0	1.6	-9.2	0.2	-30.6	-0.4	1.6	-6.2	-0.5	-0.8
CCc1ccc2c(c1)cc(CN(C(=S)Nc1ccc(Cl)cc1)C1CC1)c1nnnn12	-1.4	-0.9	-1.1	25.3	-1.7	-1.4	-2.9	2.5	4.5	4.5	-1.6
CC1CN(CCCCOc2cccc(Oc3ccccc3)c2)CC(C)O1 (stereo not drawn)	-4.3	0.6	-1.2	111.7	3.4	-9.3	-4.2	1.0	-1.6	7.6	-7.2
CCn1nc(C)c(C2C(C#N)=C(N)OC3=C2C(=O)CCC3)c1C (stereo not drawn)	-1.4	3.4	2.4	-12.4	-3.3	-6.4	-14.3	3.5	-10.2	6.4	2.0

Other records:
SMILES	CDK5 p35 inh	AddAB inh	Ecoli viability	Mot1-301 SUMO	HTR5A ag	HTR5A inv ag	PKA-R1A act	phage Ecoli inh	PKA-R2B activ	Tat transport	DAGLB inh
N#Cc1ccccc1NC(=O)CSc1nnc(-c2ccccc2O)n1-c1ccccc1	-0.9	1.3	1.2	-9.9	-1.2	10.9	-7.2	-0.6	-10.5	-8.1	-1.0
N#Cc1c(N)nc2c(c1-c1ccc3c(c1)OCO3)CCCCCC2	0.6	0.6	-0.5	12.2	7.0	-8.4	0.7	2.3	3.4	6.3	-7.3
C[C@@H](CN=[N+]=[N-])CN1CC[C@H](O)CCC1=O	-2.9	0.9	-0.5	-5.2	5.7	7.7	11.5	1.3	-9.1	0.7	-2.5
O=C(c1csc2ccccc12)n1cccn1	-2.8	-2.5	-0.1	-1.8	0.9	-3.0	-2.2	1.8	3.6	-0.2	-2.5
CC(C)NC(=O)c1ccccc1NC(=O)Cc1ccc(Cl)cc1	0.6	0.6	0.9	14.7	2.9	-7.5	-2.1	2.5	6.2	2.0	-4.0
O=C(Cn1c(=O)sc2ccccc21)Nc1ccc2c(c1)OCCO2	1.0	-0.2	0.2	283.7*	-1.9	-12.4	-1.3	1.4	1.1	7.3	-2.5
O=C(O/N=C1\CCS(=O)(=O)c2sccc21)c1c(F)cccc1F	0.1	0.2	0.7	-2.3	4.7	-13.4	2.2	4.4	-3.9	3.8	-0.4
C1=C2C[N+]3(CCCC3)CC2Cc2ccc3ccccc3c21 (stereo not drawn)	-0.3	4.3	4.0	167.0	-1.4	-31.2	2.0	1.9	0.0	-3.1	1.6
CC(C)(Oc1ccc(Cl)cc1)C(=O)NCC(c1ccco1)N1CCCCC1 (stereo not drawn)	0.5	6.3	-0.4	57.9	2.5	11.3	-8.0	0.7	-5.9	3.1	-4.0
CCn1c(CNC(=O)C23CC4CC(CC(C4)C2)C3)nnc1SC	0.6	-2.0	0.7	-8.3	2.8	-15.3	1.5	2.7	-2.5	1.5	-0.3
CC(=O)c1ccc(S(=O)(=O)Nc2ccc(-n3c(C)nc4ccccc4c3=O)cc2)cc1	-5.3	-0.3	-0.5	3.9	0.5	4.2	-1.9	1.9	-6.7	-8.2	0.5
Cc1ccccc1Cn1c(C)nc2ccc([N+](=O)[O-])cc2c1=O	-1.1	3.7	0.7	-7.6	-0.4	1.4	-6.5	0.2	-6.8	3.0	-2.8
CCOc1cccc(=O)c2c(C)n(CC3CCCO3)c(C)c12 (stereo not drawn)	0.0	5.5	-1.6	-23.2	-0.3	-0.7	-1.1	2.5	-11.5	-7.2	2.2
Nc1ccc(NC(=O)c2ccccc2)c2c1C(=O)c1ccccc1C2=O	-3.7	1.0	-1.4	9.7	5.0	8.0	6.1	3.1	-6.5	22.7	1.7
C[C@@H](C(=O)N[C@H](C(=O)O)c1ccccc1)n1nnc2ccccc2c1=O	-0.8	0.9	2.9	16.4	-2.5	6.8	-5.3	2.6	14.5	-1.1	1.4
Cc1ccc(NS(=O)(=O)c2ccc(OCC(=O)N3CCOCC3)cc2)cc1	4.3	2.8	3.4	-0.1	3.4	-8.9	-1.6	2.2	-6.2	-3.3	3.7
CCOc1ccccc1C(=O)N1CCN(c2ccc(C(F)(F)F)cn2)CC1	-1.3	-0.7	-1.1	13.1	-0.7	-10.7	3.2	2.7	1.3	3.5	-3.2
Cc1ccc(C)n1-c1ccc(N2CCOCC2)cc1	0.3	-3.4	-1.2	-2.4	2.5	-6.4	-3.7	0.9	-7.5	4.6	3.1
CCN1CCN(CC(O)COc2ccc3c(C)cc(=O)oc3c2)CC1 (stereo not drawn)	-0.3	0.7	0.4	33.3	3.7	-8.2	8.2	5.4	3.3	-11.0	0.9
COc1ccc(C(=O)NCCc2nnc(SCC(=O)Nc3ccccc3F)n2C)cc1	-1.9	-2.0	-3.1	/	2.3	-6.3	-7.3	-2.0	3.0	-1.1	0.0
CCCCOc1ccc(S(=O)(=O)Nc2cccnc2)cc1	2.2	3.5	0.0	171.8	7.6	-19.7	4.7	1.7	-6.3	7.0	-1.5
COc1ccc(C(=O)N[C@H](C(=O)Nc2sccc2C(N)=O)C(C)C)cc1	-1.2	3.1	-0.1	-9.6	-2.9	-16.0	9.1	0.5	6.6	-2.9	1.0
CC(C)c1ccc(CN(C(=O)C2COc3ccccc3O2)C2CCS(=O)(=O)C2)cc1 (stereo not drawn)	1.4	2.9	0.2	/	3.4	-2.5	-8.7	0.6	-8.3	16.8	-3.1
Cc1ccc(OCc2nnc(SCC(=O)C(C)(C)C)n2Cc2ccco2)cc1	0.0	-0.8	-2.5	-8.8	5.0	-34.1	-3.0	1.9	-1.3	2.1	-6.8

Screening data: PubChem, several laboratories
